# Rin1 Abl inh: blocks binding of human Rin1 to Abl | inhibition, % at 7.35 µM | 0.4% of 360,000 active | P00519+Q13671 | TR-FRET Rin1/Abl binding, biochemical | AID 588664; in the data active means inhibition above about 5%, passing the limit was not always enough
# Target sequence (P00519 whole entry, looked up): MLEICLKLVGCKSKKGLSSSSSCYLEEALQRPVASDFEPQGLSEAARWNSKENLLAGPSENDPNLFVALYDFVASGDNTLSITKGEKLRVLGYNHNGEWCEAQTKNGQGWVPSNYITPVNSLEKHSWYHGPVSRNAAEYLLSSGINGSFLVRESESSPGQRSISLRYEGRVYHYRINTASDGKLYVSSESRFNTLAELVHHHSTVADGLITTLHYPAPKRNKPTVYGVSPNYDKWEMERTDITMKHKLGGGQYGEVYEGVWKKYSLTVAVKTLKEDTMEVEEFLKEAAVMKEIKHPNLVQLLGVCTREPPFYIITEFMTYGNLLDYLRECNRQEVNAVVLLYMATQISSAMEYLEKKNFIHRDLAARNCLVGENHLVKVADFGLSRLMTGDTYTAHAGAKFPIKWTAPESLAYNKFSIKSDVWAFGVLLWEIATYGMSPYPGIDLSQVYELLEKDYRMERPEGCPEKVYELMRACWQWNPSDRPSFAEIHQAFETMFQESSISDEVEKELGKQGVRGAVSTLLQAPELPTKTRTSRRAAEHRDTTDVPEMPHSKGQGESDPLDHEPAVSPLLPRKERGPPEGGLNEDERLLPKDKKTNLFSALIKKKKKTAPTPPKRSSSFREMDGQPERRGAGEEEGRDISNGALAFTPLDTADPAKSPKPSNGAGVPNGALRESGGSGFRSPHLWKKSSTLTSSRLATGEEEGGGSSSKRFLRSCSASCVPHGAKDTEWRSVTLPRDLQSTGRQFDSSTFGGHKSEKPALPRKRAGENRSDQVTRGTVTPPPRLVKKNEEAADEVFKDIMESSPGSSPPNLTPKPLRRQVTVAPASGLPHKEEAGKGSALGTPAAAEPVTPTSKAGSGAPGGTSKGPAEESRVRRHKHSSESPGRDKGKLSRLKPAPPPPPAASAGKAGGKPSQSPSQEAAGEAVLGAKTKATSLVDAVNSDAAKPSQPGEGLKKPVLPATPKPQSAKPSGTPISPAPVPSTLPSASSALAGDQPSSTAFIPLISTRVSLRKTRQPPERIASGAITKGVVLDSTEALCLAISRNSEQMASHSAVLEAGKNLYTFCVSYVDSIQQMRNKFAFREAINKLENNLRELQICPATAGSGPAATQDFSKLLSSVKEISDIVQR
# Target sequence (Q13671 whole entry, looked up): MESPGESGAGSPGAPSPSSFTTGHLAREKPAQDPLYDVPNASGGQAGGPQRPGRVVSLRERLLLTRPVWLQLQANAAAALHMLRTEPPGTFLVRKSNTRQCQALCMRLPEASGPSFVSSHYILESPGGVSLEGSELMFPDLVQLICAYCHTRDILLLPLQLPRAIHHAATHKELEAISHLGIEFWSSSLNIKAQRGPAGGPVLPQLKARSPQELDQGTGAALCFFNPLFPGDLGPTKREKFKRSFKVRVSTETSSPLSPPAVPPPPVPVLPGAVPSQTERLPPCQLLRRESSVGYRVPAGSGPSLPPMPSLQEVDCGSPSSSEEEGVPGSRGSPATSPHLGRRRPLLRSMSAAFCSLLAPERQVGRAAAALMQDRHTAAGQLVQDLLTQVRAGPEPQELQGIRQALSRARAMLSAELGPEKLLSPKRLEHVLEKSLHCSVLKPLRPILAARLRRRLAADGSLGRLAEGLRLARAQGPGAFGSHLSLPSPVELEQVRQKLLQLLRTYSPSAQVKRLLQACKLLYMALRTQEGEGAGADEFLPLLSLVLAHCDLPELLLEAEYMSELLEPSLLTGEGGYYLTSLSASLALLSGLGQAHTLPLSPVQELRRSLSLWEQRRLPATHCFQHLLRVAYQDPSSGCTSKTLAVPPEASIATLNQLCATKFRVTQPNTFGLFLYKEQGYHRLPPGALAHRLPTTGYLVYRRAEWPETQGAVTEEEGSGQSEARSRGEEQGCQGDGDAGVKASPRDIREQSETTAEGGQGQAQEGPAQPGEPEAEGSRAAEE
# FAS-TE inh: FAS thioesterase (human) inhibition; P49327; recombinant FAS-TE, OMFH fluorogenic substrate, fluorescence endpoint; inhibition, % at 15 µM; 0.67% of 360,000 active; AID 602261;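 active means compounds whose normalised, plate-corrected inhibition of enzyme fluorescence in the single-dose primary screen is 50% or more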;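 further: 0% = DMSO with enzyme and 100% = substrate without enzyme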
# MT1-MMP act inh: inhibitors of human MT1-MMP activation | AID 651647 | HT1080 RFP-PRO-GFP cells, GFP/RFP ratio fluorescence, overnight; percent of plate control window, DMSO zero | P50281 | 0.061% of 360,000 active | GFP/RFP ratio change, % at 20 µM;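 active means GFP/RFP ratio change of at least 30% with cell ATP level not reduced by more than half and red fluorescence within 50% of control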; further: strong numbers were not always called active
#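 Compound: 20 µM single dose, 1% DMSO / System: HT1080 RFP-PRO-GFP cells / Controls: DMSO and RFP-L50D-GFP cell wells / Read-out basis: GFP/RFP fluorescence ratio / Schedule: overnight compound exposure at 37 °C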
# PABP1 MLLE inh: blocks PAM2 peptide binding to the PABP1 MLLE domain. 0.36% of 360,000 active. GST-MLLE / FITC-PAM2 fluorescence polarization. P11940. inhibition, % at 20 µM; in the data active means inhibition above about 35%, passing the limit was not always enough;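 further: plate controls were DMSO wells with GST-MLLE for no effect and wells lacking GST-MLLE protein for full effect; some results filed as inactive read as strong as hits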
# Neddylation inh: inhibitors of human cullin neddylation. P61081+Q13564. TR-FRET cullin neddylation, biochemical. calls only at 25 µM. 0.58% of 360,000 active. AID 651699; in the data active means inhibition above about 36%
# SKN-1 inh: inhibitors of C. elegans SKN-1. C. elegans VP596 Pgst-4::GFP/RFP ratio, acrylamide-induced, 24 h. inhibition, % at 21.8 µM. 0.49% of 360,000 active. AID 624304;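 active means interference check ratio from 0.5 to 1.5 plus GFP to RFP signal ratio inhibition reaching or exceeding a fixed threshold, cut at about 30% in these data, passing the limit was not always enough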; further: some compounds called inactive have numbers as strong as hits
# NRP1-CendR mod: alters CendR peptide binding to human NRP-1; FAM-RPARPAR peptide binding to NRP-1, fluorescence polarization; inhibition, % at 25 µM; 0.85% of 360,000 active; AID 602438;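 active means inhibition or corrected inhibition above about 18%, plus a signal ratio from 0.5 to 1.5, limit read from the data, passing the limit was not always enough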; further: strong numbers were not always called active
# E coli Lon inh: inhibits E. coli Lon protease | P0A9M0 | purified E. coli Lon protease, fluorescence polarization | inhibition, % at 7.94 µM | 0.42% of 360,000 active; in the data active means inhibition above about 13%, passing the limit was not always enough;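 further: 0% = enzyme with probe and DMSO and 100% = no enzyme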
# MsrA act: activates bovine MsrA enzyme; AID 602163; 0.3% of 360,000 active; activation, % at 10.6 µM; purified bovine MsrA, absorbance read-out; in the data active means activation above about 7.5%;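 further: 0% = vehicle and 100% = reference activator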
# The depositor's hits bear a star; i = inactive; · = no result given; & = joins results of further samples.
SMILES,Rin1 Abl inh,FAS-TE inh,MT1-MMP act inh,PABP1 MLLE inh,Neddylation inh,SKN-1 inh,NRP1-CendR mod,E coli Lon inh,MsrA act
CC1Sc2ccc(S(=O)(=O)CCC(=O)Nc3ccc(C(C)C)cc3)cc2NC1=O (configuration not stated),4,20,6,3,i,-4,-1,12,-12
O=C(COc1ccc(Cl)cc1)NCc1cn2cc(Cl)ccc2n1,-3,20,3,7,i,-5,9,-2,-2
Cc1cc(C)cc(NC(=O)CC2NCCNC2=O)c1 (configuration not stated),4,-7,2,4,i,-21,-2,6,-10
COC(=O)C1(C(=O)OC)C[C@H](/C=C/c2ccccc2)N(Cc2ccccc2OC)[C@@H]1c1cccs1,·,·,-4&-3,·,i,-17&8,-17&-16,·,·
C=CCNC(=O)COc1c(C)ccc(C)c1C,1,-7,-1,-5,i,-4,-4,-4,-1
Cc1ccc(CN2CCC(CNC(=O)C3CCCN(c4ncnc5c4nc4n5CCCCC4)C3)CC2)cc1 (configuration not stated),-1,-2,3,1,i,13,-2,8,-2
O=C(NC1CCN(C(=S)NCCc2ccccc2)CC1)C1CCCCC1,4,9,1,-133,i,-14,0,-8,-2
CCOC(=O)Cc1csc(NC(=O)c2ccc(NC(C)=O)cc2)n1,-5,0,0,6,i,4,1,-2,3
CCOC(=O)c1ccc(NC(=S)N2CCCC(C)C2)cc1 (configuration not stated),-1,2,-3,-89,i,7,-12,9,-1
COc1ccc(-c2nnc(SCC(=O)N3CCCC(C)C3)o2)c(OC)c1 (configuration not stated),1,-6,4,5,i,5,5,-5,-5
COC(=O)Cn1cc([N+](=O)[O-])nc1C,0,-5,1,-6,i,-1,5,9,-5
Cc1cc(C)c2c3c(sc2n1)C(c1ccccc1)C(C#N)=C(N)O3 (configuration not stated),-1,33,-15,-104,i,6,-38,-6,-6
Cc1cc(C(=O)NCc2cc(C(=O)O)oc2C)c(C)o1,0,-6,-3,13,i,-3,-4,-6,-5
O=C(COc1ccc(C(=O)c2ccc(F)cc2)cc1)NCc1ccc(F)cc1,-3,11,-1,-36,i,6,-7,3,0
COc1ccc(C2CC(c3ccccc3)Nc3nc(NC(=O)c4cccs4)nn32)cc1 (configuration not stated),-2,5,8,11,i,-5,31*,3,-4
Cc1cc(N2CCCCC2)nc(NCc2ccccc2)n1,2,-39,-15,-1,i,18,1,-3,-3
COc1ccc(NC(=O)CCSCCc2ccccn2)cc1OC,3,-5,4,4,i,2,-14,-7,-2
CCc1nnc(NC(=O)CSc2ccc(-c3nc4ccccc4[nH]3)cn2)s1,0,0,5,10,i,3,-4,9,-8
O=C(NCc1ccccc1)C1C2C=CC3(CN(Cc4cccnc4)C(=O)C13)O2 (configuration not stated),-2,-4,4,5,i,-2,1,-1,-2
CCCC(=O)N1CCC1(C)C(=O)Nc1ccc2nc(C)ccc2c1 (configuration not stated),-2,-6,11,2,i,6,2,0,2
O=C(Nc1cc(C(F)(F)F)ccc1N1CCOCC1)C1=COCCO1,0,4,2,3,i,-3,1,-18,-3
CCN1CCc2nc(SCC(=O)Nc3ccc(OC)cc3)c(C#N)cc2C1,2,6,-10,10,i,-7,-17,-5,-2
Cc1ccc2[nH]c(=O)c3cc(C(=O)NCCC(C)C)sc3c2c1,0,2,3,14,i,12,12,8,-1
O=S1(=O)CC(N2CCCCC2)CN1Cc1cn(Cc2cccc(Cl)c2)nn1 (configuration not stated),·,-8,3,·,i,7,-9,-4,-2
COc1ccccc1OCCCOc1ccc(C)cc1Br,-1,21,-1,-7,i,7,-2,-5,-2
O=C(CCc1nc2ccccc2c(=O)[nH]1)NCCN1C(=O)S/C(=C\c2ccc(Cl)cc2Cl)C1=O,-4,18,-32,-64,i,15,-81,-48,-1
Cn1c(-c2ccccc2)cnc1NCc1cccc([N+](=O)[O-])c1,-2,71*,0,12,i,-17,-9,0,-3
CCn1c(-c2cccc(S(=O)(=O)N3CCCC3)c2)n[nH]c1=S,0,-6,2,-16,i,-2,-11,-6,-2
Cn1c(=O)[nH]c(=O)c2c1nc(NCCCO)n2CCCc1ccccc1,-1,-3,22,-16,i,5,1,0,-2
CCOC(=O)c1ccc2nc(C(F)(F)F)[nH]c(=O)c2c1,1,-3,-2,26,i,7,5,-9,-4
CCCS(=O)(=O)N1CCCC(C(=O)NCc2ccc3c(c2)OCO3)C1 (configuration not stated),4,-5,0,-3,i,-7,5,-4,-4
COc1ccc([C@@H]2C[C@H]3[C@@H](CN2S(=O)(=O)c2ccccc2)C(=O)C[C@@H](c2ccccc2)N3S(=O)(=O)c2ccc(C)cc2)cc1,-4,27,1,18,i,8,-8,-2,-4
O=C(O)c1c(Cl)cccc1Nc1ccccc1,-1,-9,1,-9,i,10,-10,3,2
Cc1ccc(C(=O)Cn2cnc3ccccc3c2=O)cc1C,0,-3,-2,-1,i,-8,13,12,-9
CC(c1ccccc1F)n1cc(C(=O)NCCc2ccco2)nn1 (configuration not stated),1,-2,-5,4,i,5,1,-1,-4
COC(=O)CNC(=O)c1c(-c2ccccc2Cl)noc1C,1,-6,0,7,i,-18,0,-15,-9
COCCCNC(=S)NC1CCCCC1,3,-4,0,-9,i,-8,11,2,-12
Cc1[nH]c2ccccc2c1C(=O)C(=O)N1CCN(c2ccccc2Cl)CC1,2,25,5,-4,i,-5,-8,7,-4
O=c1cc(-c2ccc(O)c(O)c2)oc2c1ccc1ccccc12,4,18,-6,9,i,4,-38,-9,0
CC(=O)c1ccccc1NC(=O)c1ccc(OCc2c(C)noc2C)cc1,0,23,4,4,i,5,1,-8,-8
O=C1OCCN1C(=O)[C@H]1[C@H](c2ccc(F)cc2)C(c2cccc(Cl)c2)=NN1c1ccc(Br)cc1,-2,73*,-9,-9,i,3,-9,-8,-2
CSc1ccc(/C=C/C(=O)OCC(=O)N2CCc3ccccc32)cc1,2,-4,-4,2,i,5,3,-12,-6
Cc1cc(N2C(=O)C(=O)/C(=C(/O)c3ccc(F)cc3)C2c2cccc(Br)c2)no1 (configuration not stated),-1,4,-3,6,i,18,1,3,-4
COc1ccccc1NC(=O)c1cc(Cl)nc2ccccc12,1,6,-3,-9,i,2,-6,-11,-3
CC(C)c1onc(C(=O)NCc2ccccn2)c1[N+](=O)[O-],4,-9,3,12,i,14,6,5,-1
COc1ccc(C(=O)NC2CCCCCC2)cc1S(=O)(=O)Nc1ccc(Br)cc1,0,0,4,1,i,-35,16,-3,-13
Cc1c(CN(C)Cc2cn(C)nc2-c2ccccc2F)[nH]c2ccccc12,-2,6,-4,-7,i,-1,-5,-1,1
O=C(COc1cccc(NC(=O)c2cccc([N+](=O)[O-])c2)c1)c1ccc(Br)cc1,2,34,1,4,i,-21,8,4,-5
O=C(NC1CCCCC1)C(c1cc2ccccc2o1)n1c(=O)c(-c2ccco2)nc2ccccc21 (configuration not stated),·,·,-6,·,i,7,-71,·,·
OCCNc1nc2ccccc2n1CCN1CCCCC1,0,-7,1,-5,i,2,5,-8,-4
CCOC(=O)[C@]12CCC=C1N(Cc1ccc3c(c1)OCO3)C(=O)[C@H](CC(=O)N1CCCCC1)C2,·,-10,0,·,i,-14,15,-7,-2
O=C(Nc1ccc(NC(=O)C2CC2)cc1)c1ccco1,4,-8,1,-3,i,-11,-14,4,-1
Cc1ccc(-n2nc(-c3ccc(N)cc3)cc2N)cc1,-1,-6,2,-8,i,4,-3,-4,-2
Cc1cccc(/C=C2\Sc3ccc(C(=O)N4CCOCC4)cc3N(C)C2=O)c1,1,0,1,11,i,4,16,-4,0
COc1ccc(NC(=O)C(C)SCc2ccccc2)cc1OC (configuration not stated),-3,-3,3,16,i,5,-5,-8,-2
Cn1c(SCC(=O)N2CCN(c3ccccc3)CC2)nnc1-c1ccncc1,4,-11,-3,-1,i,-19,0,-10,-7
O=C(/C(N=Nc1cccc(C(F)(F)F)c1)=C(/O)c1cccs1)C(F)(F)F,4,45,-5,8,i,11,-1,0,-3
COc1ccccc1N1CCN(C(=O)C(=O)c2c(C)[nH]c3ccccc23)CC1,1,-4,2,-3,i,0,20,17,-6
NC(c1csc(Nc2ncccn2)n1)C1CCCCC1 (configuration not stated),-3,-12,1,-15,i,6,16,0,-4
COc1ccccc1-n1cnnc1SCc1csc(-c2ccccc2)n1,-2,-1,1,-17,i,2,-10,14,2

# Going on with the list:
SMILES,Rin1 Abl inh,FAS-TE inh,MT1-MMP act inh,PABP1 MLLE inh,Neddylation inh,SKN-1 inh,NRP1-CendR mod,E coli Lon inh,MsrA act
CCCCCCCC(=O)NNC(=O)c1ccc(F)cc1,-1,-1,-1,5,i,2,0,-14,-10
CCC(=O)c1ccc(OCC(=O)OCC(=O)N2c3ccccc3NC(=O)C2(C)C)cc1,-1,-2,-1,3,i,9,15,-2,-2
Clc1ccc(-c2c[n+](Cc3cccc(Cl)c3)c3n2CCC3)cc1,0,-7,-6,1,i,13,0,-38,-1
Cc1cc(=O)oc2cc(OCC(=O)OC(C)C(=O)Nc3ccc(S(N)(=O)=O)cc3)ccc12 (configuration not stated),1,-9,1,-1,i,-14,-11,-4,-7
O=C(COc1ccc(Cl)cc1)NNC(=O)c1ccccc1C(=O)O,-1,-4,-2,0,i,24,20,-5,-2
CC(C)C(=O)N1CCN(c2ccccc2NC(=O)c2ccc3c(c2)OCCO3)CC1,2,-3,-9,17,i,11,-17,-19,-4
CC(C)(C)c1ccc(SCC(N)=O)cc1,1,-2,4,2,i,4,-9,4,-3
NS(=O)(=O)c1ccc(CCNC(=O)c2cc([N+](=O)[O-])ccc2N2CCCCC2)cc1,-5,1,-1,-2,i,18,-3,2,-3
FC(F)(F)c1cc(-c2cccs2)nc(N2CCOCC2)n1,-2,11,2,4,i,-17,-6,2,0
O=S(=O)(NC1CCCCC1Oc1ccccc1)c1ccc(Cl)cc1 (configuration not stated),0,25,-2,2,i,2,1,4,-3
O=C(Nc1ccc(N2CCCCC2)cc1)c1cc(S(=O)(=O)N2CCOCC2)ccc1F,4,5,1,-1,i,10,6,-5,-2
O=C(NNC(=O)C1CCN(c2ncccn2)CC1)c1ccc(F)cc1,3,-5,-3,8,i,10,42*,-2,-3
Cc1cc(C)cc(NC(=O)CCN2C(=O)c3ccccc3C2=O)c1,4,-8,2,5,i,4,5,-3,-4
CCOC(=O)C1=C(N)n2c(s/c(=C\c3ccco3)c2=O)=C(C(=O)OCC)C1c1ccco1 (configuration not stated),1,19,-4,-4,i,9,-16,-10,-2
CC(C)[C@H](NS(=O)(=O)c1ccccc1)C(=O)OCc1cc([N+](=O)[O-])cc2c1OCOC2,-2,18,3,2,i,26,-6,9,2
CC(=O)Nc1scc(C)c1-c1nc2ccccc2s1,-3,19,-2,-2,·,-7,-11,3,-4
CC1(C)C(=O)Nc2ccccc2N1C(=O)COC(=O)c1cccnc1Cl,3,-3,-7,0,i,6,-2,4,-3

# A run of entries taken from the entries so far, for reference:
SMILES,Rin1 Abl inh,FAS-TE inh,MT1-MMP act inh,PABP1 MLLE inh,Neddylation inh,SKN-1 inh,NRP1-CendR mod,E coli Lon inh,MsrA act
CCCCCCCC(=O)NNC(=O)c1ccc(F)cc1,-1,-1,-1,5,i,2,0,-14,-10
CCC(=O)c1ccc(OCC(=O)OCC(=O)N2c3ccccc3NC(=O)C2(C)C)cc1,-1,-2,-1,3,i,9,15,-2,-2

# Look-ups from the entries so far:
# Cc1cc(C)cc(NC(=O)CCN2C(=O)c3ccccc3C2=O)c1 in SKN-1 inh: 4
# CC1(C)C(=O)Nc2ccccc2N1C(=O)COC(=O)c1cccnc1Cl in NRP1-CendR mod: -2
# CCOC(=O)C1=C(N)n2c(s/c(=C\c3ccco3)c2=O)=C(C(=O)OCC)C1c1ccco1 (configuration not stated) in NRP1-CendR mod: -16
# O=C(NNC(=O)C1CCN(c2ncccn2)CC1)c1ccc(F)cc1 in E coli Lon inh: -2
# CC(C)C(=O)N1CCN(c2ccccc2NC(=O)c2ccc3c(c2)OCCO3)CC1 in FAS-TE inh: -3
# O=C(Nc1ccc(N2CCCCC2)cc1)c1cc(S(=O)(=O)N2CCOCC2)ccc1F in MsrA act: -2
